From PubChem
NOD1 NF-kB reporter – NOD1 signaling inhibitors, primary screen, cell-based, luminescence, uHTS (AID 1578) | NOD1-driven NF-kB luciferase reporter cells, luminescence; higher % means a stronger effect | inhibition, % at 4 µM, or EC50 in µM where a hit was titrated | 290,000 tested, 1% active; in the data active means inhibition mostly above about 36%, no sharp cut-off; inactive means mostly below about 34%;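 further: HEK-293T reporter cells stimulated with the NOD1 agonist gamma-tri-DAP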
AID2073 – inhibitors of Mint1-CaV2.2 protein interaction, biochemical, HTRF (AID 2073); 290,000 tested, 0.19% active; HTRF protein-protein interaction, Mint1-CaV2.2; higher % means a stronger effect; inhibition, % at 20 µM; hits with a dose series show IC50 in µM; in the data active means inhibition mostly above about 51%, no sharp cut-off; inconclusive means no clear call, values can overlap the other calls; inactive means mostly below about 53%; further: some results filed as inactive read as strong as hits
Siah-1 displacement – Siah-1 peptide-binding antagonists, primary screen, biochemical, fluorescence polarization, rhodamine-plectin, uHTS (AID 1817); Siah-1 / rhodamine-plectin peptide fluorescence polarization; higher % means a stronger effect; 290,000 tested, 0.02% active; displacement, % at 20 µM, or IC50 in µM where a hit was titrated;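 active means displacement of at least 50% at 20 µM, with a fluorescence ratio check between 0.3 and a set limit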;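 further: plate controls were Siah plus tracer with DMSO for no effect and tracer alone without Siah for full effect; strong numbers were not always called active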
GPR35 arrestin U2OS – inhibition of zaprinast-stimulated GPR35 beta-arrestin translocation – imaging, U2OS, beta-arrestin-GFP, zaprinast agonist, primary screen (AID 2058); one-dose inhibition, % at 10 µM; IC50 in µM for titrated hits; U2OS GPR35 beta-arrestin-GFP translocation imaging, zaprinast antagonism; higher % means a stronger effect; 290,000 tested, 0.052% active;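 active means inhibition of at least 50% with at least 30 cells and total cytoplasm GFP at most 10,000,000; inconclusive means under 30 cells or total GFP of 10,000,000 plus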
KOR beta-arrestin-1 – KOR antagonists, beta-arrestin recruitment, cell-based, luminescence, uHTS (AID 1778). KOR beta-arrestin recruitment, luminescence, antagonist mode; higher % means a stronger effect. inhibition, % at 10 µM, or IC50 in µM where a hit was titrated. 290,000 tested, 0.091% active; in the data active means inhibition above about 50%; further: strong numbers were not always called active
GPR55 LPI antagonism – inhibition of LPI-stimulated GPR55 beta-arrestin translocation – imaging, U2OS, beta-arrestin-GFP, LPI agonist, primary screen (AID 2013) | U2OS GPR55 beta-arrestin-GFP translocation imaging, LPI antagonism; higher % means a stronger effect | inhibition, % at 10 µM; hits with a dose series show IC50 in µM | 290,000 tested, 0.13% active;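 active means spots per cell inhibited over 60%, with over 100 cells counted and total cytoplasm intensity under 500,000; inconclusive means wells with under 100 cells, flagged as likely toxic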;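 further: U2OS cells stably carrying GPR55 and arrestin-GFP stimulated by 5 µM LPI near EC80; imaged beta-arrestin-GFP aggregate spots per cell after agonist stimulation; plate controls were LPI-stimulated DMSO wells for no effect and DMSO wells without LPI for full effect; some results filed as inactive read as strong as hits; confirmed hits need IC50 under 10 µM and bright autofluorescent wells are also inconclusive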
GPR55 activation – GPR55 agonists via beta-arrestin recruitment, primary screen, imaging, U2OS cells, beta-arrestin-GFP redistribution (AID 1961) | U2OS GPR55 beta-arrestin-GFP redistribution imaging; higher % means a stronger effect | activation, % at 10 µM; hits with a dose series show EC50 in µM | 290,000 tested, 0.048% active;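 active means activation above 40% with more than 50 cells counted in the well; inconclusive means wells holding fewer than 50 cells, flagged as toxic or sparse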;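 further: U2OS osteosarcoma cells stably expressing GPR55 and beta-arrestin-GFP; plate controls were DMSO negative control for no effect and LPI positive control for full effect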
KOR beta-arrestin-2 – kappa opioid receptor activators – cell-based, luminescence, uHTS, primary screen (AID 1777); KOR beta-arrestin recruitment, luminescence; higher % means a stronger effect; one-dose activation, % at 10 µM; EC50 in µM for titrated hits; 280,000 tested, 0.02% active; in the data active means activation above about 50%, passing the limit was not always enough; further: a part of the inactive calls stands beside numbers as strong as those of hits
HIV peptide binding – cell-free HIV fusion peptide-binding blockers – biochemical, uHTS, fluorescence dequenching, primary screen (AID 1986); cell-free peptide binding, fluorescence dequenching, 30 min; higher % means a stronger effect; inhibition, % at 20 µM, or IC50 in µM where a hit was titrated; 290,000 tested, 0.3% active; in the data active means inhibition mostly above about 52%, no sharp cut-off; inactive means mostly below about 76%; further: some results filed as inactive read as strong as hits
An asterisk follows results filed as active; u = inconclusive; x = no result given; [ ] = another dose, or the depositor's remark. Only part of the results is shown (hit frequency here may not be typical).

SMILES | NOD1 NF-kB reporter | AID2073 | Siah-1 displacement | GPR35 arrestin U2OS | KOR beta-arrestin-1 | GPR55 LPI antagonism | GPR55 activation | KOR beta-arrestin-2 | HIV peptide binding
COc1cc(C(=S)N2CCC(C(N)=O)CC2)ccc1O | -12% | -12% | -4% | -11% | 4% | -17% | -0.1% | -4.2% | 2.2%
Fc1ccccc1Nc1nc(-c2ccncc2)nc2ccccc12 | 15% | 5% | 8% | -6% | -34% | 4% | -0.3% | 42% | 0.8%
COc1ccc2cc(Br)ccc2c1CC(=O)N(C)C | -5% | 5% | 4% | -5% | -37%[20 µM] | 5% | 0.2% | 0.6% | -1.2%
COc1ccc(CCNc2cc(C)nc3c(-c4ccccc4OC)cnn23)cc1OC | -3% | 19% | 2% | 13% | 9% | -1% | 0.3% | -3.6% | -0.6%
CCC1CCCCN1CCCNC(=O)c1ccc2c(=O)n(CCOC)c(=O)[nH]c2c1 (configuration not stated) | -36% | 11% | -3% | 4% | -32% | 8% | -0.1% | 5.9% | 0.2%
Cc1cccc(N2CCN(S(=O)(=O)c3ccc(-c4ccc(=O)[nH]n4)o3)CC2)c1C | 15% | 20% | -3% | 27% | 11% | -8% | 0.2% | -3.6% | -1.7%
COc1ccc(C(=O)Nn2c(SCc3cccc([N+](=O)[O-])c3)nc3ccccc3c2=O)cc1 | 38% | 27% | -5% | -8% | 8% | 9% | -0.2% | 1.3% | -2.0%
CN1CCC(NC(=O)c2ccncc2)CC1 | -36% | -10% | -5% | -1% | -10% | -9% | -0.1% | -2.4% | -0.4%
O=C(c1ccc(COc2ccc(Br)cc2)o1)N1N=C(C(F)F)CC1(O)C(F)F (configuration not stated) | -23% | 3% | 2% | -17% | 26% | -6% | -0.2% | -2.0% | 6.7%
Cc1ccc(C(=O)Nc2ncc3c(Cl)cccc3n2)cc1 | 20% | -7% | -6% | 17% | -23% | -15% | 0.0% | 1.9% | -1.5%
CCOC(=O)/C(C#N)=C/C=C1/C=CC=CN1C | 0% | -4% | 0% | 5% | 4% | 5% | 0.3% | 0.3% | 3.0%
CC(C)c1nc(=S)n(-c2ccccc2)[nH]1 | 10% | -26% | 1% | 5% | 8% | 2% | 1.1% | 1.4% | -1.5%
N#CC1(Nc2ccccc2)C(=O)Nc2ccccc21 (configuration not stated) | -9% | 6% | -2% | 0% | -11% | 1% | 0.0% | -1.9% | 1.1%
CCOC(=O)C1(Cc2cccc(OC)c2)CCCN(C(=O)CCSC)C1 (configuration not stated) | -44% | 0% | 1% | -7% | -8% | -6% | -0.1% | 4.4% | -0.3%
O=C(Nc1ccc(Cl)cc1C(F)(F)F)C(Sc1cccc[n+]1[O-])c1ccccc1 (configuration not stated) | -9% | -14% | 2% | 2% | -51%[20 µM] | 6% | -0.1% | -0.3% | 0.4%
COc1ccc(C)cc1NC(=O)NNC(=O)c1cc2ccccc2cc1O | -4% | 38% | -5% | 8% | -66% | -4% | -0.1% | 8.9% | 7.3%
c1ccc(OCCOCCN2CCc3ccccc3C2)cc1 | -13% | -2% | -1% | 3% | 14% | 4% | 0.0% | 3.9% | 1.7%
CN(C(=O)CC1C(=O)NCCN1Cc1ccc(F)c(F)c1)C1CCOCC1 (configuration not stated) | -33% | 8% | -6% | 5% | -28%[20 µM] | 9% | -0.1% | x | 1.7%
COc1cccc(CNC(=O)C2=C(C)C(=O)OC23CCC(C)CC3)c1 (configuration not stated) | -14% | 1% | -4% | -10% | -22% | 1% | 0.3% | 2.7% | 0.3%
Cc1ccc2[nH]ccc(=O)c2c1 | -23% | -5% | 3% | -6% | -2% | 5% | -0.2% | -4.3% | -0.4%
CN(CCCC1CCCC1)C(=O)c1cc(COc2ccc(F)c(F)c2)on1 | -10% | 6% | 2% | -14% | -5% | -11% | -0.1% | 1.7% | 3.8%
CSc1ccc(CN(C)C(C)C(=O)Nc2ccc(F)c(F)c2F)cc1 (configuration not stated) | -12% | -22% | 2% | 4% | 10% | -13% | -0.3% | -1.7% | -0.3%
COc1ccccc1N1C(=O)[C@@H]2C(C(=O)CN3C(=O)c4ccccc4C3=O)=NN[C@@H]2C1=O | -4% | -1% | -2% | 0% | 20% | 8% | -0.1% | 3.5% | -1.0%
COc1ccc2c(c1)CC/C(=C\c1ccc(C)o1)C2=O | -12% | 30% | 1% | 24% | 15% | -19% | -0.2% | 3.0% | 18%
COC(=O)c1ccc(NCC(=O)Nc2cc(C)cc(C)c2)cc1 | -7% | 3% | -5% | 4% | 6% | -26% | 0.1% | -0.3% | -0.1%
The list goes on.
SMILES | NOD1 NF-kB reporter | AID2073 | Siah-1 displacement | GPR35 arrestin U2OS | KOR beta-arrestin-1 | GPR55 LPI antagonism | GPR55 activation | KOR beta-arrestin-2 | HIV peptide binding
CCOC(=O)N1CCC(Nc2cccc(SC)c2)CC1 | -27% | -10% | 0% | -17% | -30% | 2% | -0.1% | 22% | 1.6%
O=C(CCC1CCN(Cc2ccc(Cl)cc2)CC1)NC1CC1 | 16% | 12% | -6% | 1% | -6%[20 µM] | -9% | 0.0% | -4.8% | -0.3%
COCCCN(Cc1ccco1)C(=O)CSc1nc2ncccc2[nH]1 | -12% | 6% | 0% | -16% | 8% | 11% | -0.2% | -3.8% | 0.0%
CCC(C)C(Nc1ncnc2scc(-c3ccccc3)c12)C(=O)O (configuration not stated) | -21% | -6% | -1% | 2% | -53%[20 µM] | -2% | -0.3% | 0.5% | 0.3%
CCC1(c2ccccc2)NC(=O)N(CC(=O)Nc2ccc(OC)nc2)C1=O (configuration not stated) | -12% | 5% | 2% | 0% | 16% | 1% | -0.1% | 3.8% | 116%*
COc1ccc2c(c1)c(CC(=O)OCC(N)=O)c(C)n2C(=O)c1ccc(Cl)cc1 | -2% | 8% | 5% | 20% | 29% | 2% | -1.5% | -0.2% | 0.4%
Cc1[nH]nc(-c2ccc(OCc3cnn(-c4ccccc4)c3)c(C)c2O)c1Oc1ccccc1 | -73% | 14% | -1% | -3% | 14% | 24% | -0.1% | -4.7% | -2.7%
CCN(CC(=O)Nc1sc2c(c1C#N)CCC(C)C2)Cc1nc2ccccc2c(=O)[nH]1 (configuration not stated) | -31% | 15% | 0% | -6% | -6% | 0% | -0.4% | -3.9% | 6.3%
CCn1c(=O)n(CC(=O)NCc2ccco2)c(=O)c2ccccc21 | -26% | -4% | -2% | -3% | -21% | 10% | -0.1% | 0.6% | -3.3%
COc1ccc(S(=O)(=O)Cc2ccc(C(=O)NC3CCC(C)CC3)o2)cc1 (configuration not stated) | -23% | 3% | 3% | 1% | -14% | 9% | -0.2% | 0.0% | -0.4%
CNC(=O)CSc1nnc(-c2ccccc2)n1C | 6% | 6% | 4% | 2% | -6%[20 µM] | 7% | -0.1% | x | -0.5%
COC(=O)CNC(=O)c1ccc2c(c1)S(=O)(=O)c1ccccc1C2=O | -29% | 0% | 2% | -14% | -25% | -2% | -0.3% | -0.1% | -0.3%
Cc1ccccc1N(CC(=O)NCc1ccco1)C(=O)CNS(=O)(=O)c1ccc(F)cc1 | 44% | -4% | -5% | -15% | -19% | 10% | -0.1% | 8.6% | 1.7%
N#Cc1cccc(NC(=O)COC(=O)c2ccccc2Sc2ccccc2C#N)c1 | -9% | -1% | 5% | -6% | 23% | 7% | 0.5% | -1.6% | 0.1%
C=CCN(CC=C)C(=O)C[n+]1ccc(C(N)=O)cc1 | -5% | 0% | -2% | 2% | 7% | 4% | 0.6% | -1.2% | 0.7%
N#CC(c1ccccn1)c1ncc(C(F)(F)F)cc1Cl (configuration not stated) | -24% | 8% | -4% | -12% | 10%[20 µM] | 4% | -0.1% | -3.8% | 0.8%
Cc1cc(NC(=O)CSc2ccc(-c3cccc([N+](=O)[O-])c3)nn2)no1 | -29% | 11% | 2% | -6% | 10% | 9% | 1.0% | -3.7% | -1.3%
CCOC(=O)c1cnc2ccccc2c1NCCc1ccc(OC)c(OC)c1 | 0% | u | -2% | 10% | 24% | -4% | -0.1% | -2.1% | -0.6%
CCCn1nc(NC(=O)C2CCCO2)c2cc3ccc(C)cc3nc21 (configuration not stated) | -6% | 26% | -2% | -2% | -3% | 0% | -0.3% | 3.1% | -0.2%
CCOC(=O)c1sc(NC(=O)COC(=O)C(CCSC)NC(C)=O)nc1C (configuration not stated) | -10% | 8% | 1% | 10% | -2% | 2% | -0.4% | -0.6% | 0.4%
CCOC(=O)NC(Nc1ncccn1)(C(F)(F)F)C(F)(F)F | -13% | 5% | -3% | 1% | -10% | 1% | -0.1% | -4.9% | -0.5%
CCOP(=O)(OCC)/C(=N/OC(=O)c1ccccc1C)C(N)=O | -59% | -10% | -2% | 0% | x | 3% | -0.2% | -2.2% | 0.2%
O=C(Cc1ccc(Cl)cc1)N1CCOCC1 | -31% | -6% | 5% | 11% | 11% | -10% | 0.3% | -4.5% | 2.4%
CNC(=S)NNC(=O)CNc1ccc(C)c(Cl)c1 | -1% | -13% | -7% | 1% | 4% | 10% | 0.0% | 1.1% | -2.6%
CCOC(=O)CCCCC(=O)NC(CO)C(=O)NC (configuration not stated) | x | -5% | -1% | 12% | 25% | -3% | -0.1% | -4.1% | -2.4%
Carrying on.
SMILES | NOD1 NF-kB reporter | AID2073 | Siah-1 displacement | GPR35 arrestin U2OS | KOR beta-arrestin-1 | GPR55 LPI antagonism | GPR55 activation | KOR beta-arrestin-2 | HIV peptide binding
COC(=O)c1c(-c2ccc(OC)cc2)oc2ccccc12 | 10% | 16% | 6% | 12% | -22%[20 µM] | 2% | -0.3% | -3.4% | 1.9%
COc1ccccc1N1CCN(S(=O)(=O)CC23CCC(CC2=O)C3(C)C)CC1 (configuration not stated) | -4% | -5% | -7% | 5% | -13% | 1% | -0.3% | -4.6% | -1.8%
Cc1cccc(NC(=O)CSc2cn[nH]n2)c1 | -15% | 20% | -6% | 3% | 5% | 6% | -0.2% | -6.6% | -1.3%
CC(C)[C@H](NC(N)=O)C(=O)Nc1ccc2c(c1)CCC2 | -8% | -1% | 4% | -10% | 7% | 74% | -0.1% | 4.8% | -1.8%
O=C(CCC(=O)N(CC(=O)NC1CCCC1)c1cccc(F)c1)Nc1nccs1 | 1% | 12% | -5% | 4% | 3% | -8% | -0.1% | -1.7% | -1.9%
CC(C)c1ccc(OCC(=O)N2CCN(C(=O)c3ccco3)CC2)cc1 | -15% | 10% | 3% | 4% | 8% | 6% | 0.3% | 3.4% | 1.3%
